# High-throughput results deposited in PubChem BioAssay by Sanford-Burnham Center for Chemical Genomics.
# EphA4 KYL inhibition: inhibitors of EphA4 binding to KYL peptide, primary screen, biochemical, colorimetric, mouse EphA4 (AID 689); EphA4-AP binding to KYL peptide, pNPP A405; higher % means a stronger effect; inhibition, % at 10 µM; hits with a dose series show IC50 in µM; 62,000 tested, 0.1% active; in the data active = a potency from the dose series; inactive = the rest, 99 in 100 with inhibition below about 22%
# Starred values were filed as active, the others as inactive; & = joins results of further samples.
smiles | EphA4 KYL inhibition
Cc1cc(C)cc(N(CC(=O)NCC2CCCO2)C(=O)CCC(=O)Nc2cc(C)on2)c1 (stereo not drawn) | -2.9%
Cc1cc(C(=O)CSC(C)c2nc3ccccc3c(=O)[nH]2)c(C)n1C (stereo not drawn) | -6.6%
CCSC1=C(C#N)C(c2cccs2)C(C(=O)OC)=C(C)N1 (stereo not drawn) | -4.9%
CCC(Sc1nc2n[nH]c(C)c2c(=N)n1-c1cccc(Cl)c1)C(=O)NCCOC (stereo not drawn) | -18.8%
COC(=O)C(Sc1nc(C)cc(C)c1C#N)c1ccccc1 (stereo not drawn) | -2.5%
O=C(OCc1ccc(Cl)c(Cl)c1)c1cnccn1 | -4.1%
CC(C)(C)c1ccc(-c2noc(CCC(=O)NCC3CCCO3)n2)cc1 (stereo not drawn) | -7.4%
Cc1cc(C)n2nc(S(=O)(=O)NCCc3ccccc3)nc2n1 | 2.0%
COc1ccc(NC(=O)C2CCCN(c3c4c(nc5ncnn35)CCC4)C2)cc1OC (stereo not drawn) | -14.2%
O=S(=O)(/N=C/c1ccccc1O)c1cccs1 | -2.4%

# More results:
smiles | EphA4 KYL inhibition
O=C1CSC(=S)N1/N=C/c1cccc(OCCOc2ccc(Br)cc2)c1 | -1.2%
O=C(O)CCCN1C(=O)/C(=C/c2cn(-c3ccccc3)nc2-c2cccc([N+](=O)[O-])c2)SC1=S | -19.1%
O=C(CCS(=O)NCc1ccccc1)NCc1ccccc1 (stereo not drawn) | -3.0%
CC(=O)OCCCCON1C(=O)c2ccccc2C1=O | -8.5%
C=CCn1c(=O)c(C(=O)NCCN(CC)CC)c(O)c2ccccc21 | -12.9%
Cc1ccc(-c2nc(CS(=O)(=O)CC(=O)NC3CCCCC3C)c(C)o2)cc1 (stereo not drawn) | 6.5%
O=C(Nc1cnc2ccccc2c1)N1CCCCC1 | -6.0%
CC(=O)OC1c2ccccc2C(=O)N1Cc1ccccc1 (stereo not drawn) | -5.2%
CN(C)c1ccnc(Oc2ccc(F)cc2)c1C#N | -2.9%
CCOC(=O)c1sc(=S)n(CC)c1N | -19.1%

# Continuation:
smiles | EphA4 KYL inhibition
CC(C)(Oc1ccc(Cl)cc1)C(=O)OCC(=O)N1CCCC1 | -3.3%
CN1/C(=C\C(=O)COC(=O)C2COc3ccccc3O2)C(C)(C)c2ccccc21 (stereo not drawn) | -13.2%
CCOc1ccc2c(c1)-c1c(ssc1=S)C(C)(C)N2C(=O)c1cccnc1 | -8.4%
CCCC(=O)Nc1cc2c(cc1C(=O)c1ccccc1)OCCO2 | -5.5%
Cc1cc(C)nc(SCc2nnc(SCC(=O)N3CCCc4ccccc43)n2C)n1 | -19.1%
Cc1cccc(NC(=O)CCS(=O)(=O)c2cccc3nsnc23)c1C | -6.4%
O=C(Nc1cccc(C(F)(F)F)c1)C1CCCN1S(=O)(=O)c1cccc2cccnc12 (stereo not drawn) | -15.1%
CCCNC(=O)C(NS(=O)(=O)c1cccc2nsnc12)c1ccccc1 (stereo not drawn) | -7.1%
COC(=O)C1C2C=CC3(CN(c4cccc(C)c4)C(=O)C13)O2 (stereo not drawn) | -4.1%
Cc1ccc(NC(=O)N2CCC(O)(c3ccc(Cl)cc3)CC2)cc1 | -23.4%

# A different layout for some results above:
EphA4 KYL inhibition | molecule
-2.4% | O=S(=O)(/N=C/c1ccccc1O)c1cccs1
-1.2% | O=C1CSC(=S)N1/N=C/c1cccc(OCCOc2ccc(Br)cc2)c1

# The main list resumes, starting four compounds before the break.
smiles | EphA4 KYL inhibition
O=C(Nc1cccc(C(F)(F)F)c1)C1CCCN1S(=O)(=O)c1cccc2cccnc12 (stereo not drawn) | -15.1%
CCCNC(=O)C(NS(=O)(=O)c1cccc2nsnc12)c1ccccc1 (stereo not drawn) | -7.1%
COC(=O)C1C2C=CC3(CN(c4cccc(C)c4)C(=O)C13)O2 (stereo not drawn) | -4.1%
Cc1ccc(NC(=O)N2CCC(O)(c3ccc(Cl)cc3)CC2)cc1 | -23.4%
Cc1ccc(O)c(CC(C)C)n1 | -1.7%
CCc1ccc(CNc2ccc3c(c2)ncn3C)cc1 | -3.5%
COc1ccc(S(=O)(=O)N2c3cc(C)ccc3OCC2C(C)(C)C)cc1 (stereo not drawn) | 9.5%
CCOc1ccc(NC(=O)c2ccc(S(=O)(=O)N(C)C)cc2)c([N+](=O)[O-])c1 | -7.7%
CCCCCOC(=O)C1=C(C)Nc2nnnn2C1c1ccc(OC)c(OC)c1OC (stereo not drawn) | -1.3%
CCCCNCCOCCOc1ccc(C)cc1[N+](=O)[O-] | -9.0%
CCC(C)NC(=O)Cn1cccc1C(=O)c1ccccc1 (stereo not drawn) | 2.6%
CCOc1cc(CNC(C)(C)CO)cc(Br)c1OCc1ccc(Cl)cc1Cl | -3.9%
Cc1csc(NC(=O)c2cc(C)oc2C)n1 | -10.9%
CCOc1ccc(C2C(C(=O)C3CC3)N3C=C(C#N)C=CC3C2(C#N)C#N)cc1 (stereo not drawn) | 6.4%

# Following part:
smiles | EphA4 KYL inhibition
CCCC(=O)Nc1ccc(-c2nc3cc(C)c(C)cc3o2)cc1 | -7.6%
O=C(Nc1ccccc1C(=O)N/N=C/c1ccc(F)cc1)c1ccccc1Br | -8.0%
CCNc1cc2n(c(=O)n1)CCc1cc(OC)c(OC)cc1-2 | -23.3%
Cc1cc(C)cc(NC(=O)CCN2CC(C)OC(C)C2)c1 (stereo not drawn) | -7.3%
O=C(Nc1ccc(NC(=O)c2ccc(-c3cccc(Cl)c3)o2)cc1)c1ccco1 | -3.6%
O=S(=O)(NCc1ccccn1)c1ccccc1 | -13.2%
COC(=O)c1ccc(NC(=O)CCN2CCN(c3ccccc3)CC2)cc1 | -4.6%
COC(=O)C(C)N(C(=O)c1ccc(Cl)cc1)c1c(C)cccc1C (stereo not drawn) | -0.1%&-4.8%
COc1cccc(/C=N/Nc2nc(N3CCCC3)nc(N3CCCC3)n2)c1O | 7.9%
Nc1c(S(=O)(=O)c2cccs2)c2nc3ccccc3nc2n1Cc1ccc2c(c1)OCO2 | 2.6%

# Next results
smiles | EphA4 KYL inhibition
COc1ccc(S(=O)(=O)Nc2cc3c4c(oc3c3ccccc23)CC(C)(C)CC4=O)cc1 | -3.9%
Cc1ccc(NC(=O)CCC(=O)NNC(=O)Cc2ccccc2)cc1C | -9.4%
CCN(CC)c1ccc2cc(C(=O)Nc3cccnc3N3CCOCC3)c(=O)oc2c1 | 6.0%
COc1ccc(-c2nnc(-c3cccc([N+](=O)[O-])c3)o2)cc1 | 3.0%
Cc1ccc(C(=O)NCc2ccc(Cl)c(Cl)c2)o1 | -13.3%
CN1OC2C(=O)N(c3ccccc3)C(=O)C2C1c1ccc(F)cc1 (stereo not drawn) | 5.2%
CO/N=C/NC(=O)N1OC[C@@H]2COc3ccc4ccccc4c3[C@@H]21 | 0.7%
Cc1ccc2c(C(=O)CN3CCCCC3CCO)c(C)[nH]c2c1 (stereo not drawn) | -18.8%
O=C(Nc1cccc(Br)c1)c1ccc([N+](=O)[O-])cc1 | 1.0%
COc1ccc(-c2cc(N)n(S(=O)(=O)c3ccc(C)cc3)n2)c(OC)c1 | -8.6%

# Next part.
smiles | EphA4 KYL inhibition
COCCOC(=O)C1=C(C)NC(C)=C(C(=O)OCCOC)C1c1ccc(-c2cccc(Cl)c2Cl)o1 | -4.2%
CCc1ccc2[nH]c(O)c(N=Nc3nc(-c4ccccc4)cs3)c2c1 | -7.3%
O=C1CC(N2CCN(C(c3ccccc3)c3ccccc3)CC2)C(=O)N1 (stereo not drawn) | -3.1%
COC(=O)c1cnn2c3c(c(C)nc12)CCCC3 | 2.8%
Clc1ccc2c(c1)C1=C(C(c3ccncc3)O2)C(c2ccc(Br)cc2)n2ncnc2N1 (stereo not drawn) | -11.5%
CCCc1cc(=O)[nH]c(SCC(=O)N(C)C2CCS(=O)(=O)C2)n1 (stereo not drawn) | -2.2%
COc1ccc(-c2cc(-c3ccccc3O)[nH]n2)cc1 | -10.3%
CCOC(=O)C1=C(C)Nc2ccccc2N=C1NC(=O)c1cccc(S(=O)(=O)N(C)C)c1 | -16.8%
Cc1ccc(C)c(N2CCN(C(=O)CC3Sc4ccccc4NC3=O)CC2)c1 (stereo not drawn) | -6.1%
Cc1csc(SCC(=O)c2ccc(S(=O)(=O)N3CCOCC3)cc2)n1 | -9.4%

# More records follow:
smiles | EphA4 KYL inhibition
CS(=O)(=O)N(CC(=O)Nc1ccc(Oc2ccccc2)cc1)c1ccccc1Cl | 9.6%
COCCCN1C(=O)c2ccc(C(=O)Nc3cccc(OC)c3)cc2C1=O | -4.7%
CCOC(=O)c1[nH]c2cc3c(cc2c1NC(=O)CN1CCC2(CC1)OCCO2)OCO3 | -2.3%
Cn1c(C(=O)NCCCN2CCN(c3ccccc3F)CC2)cc2c(=O)[nH]c3ccccc3c21 | -11.1%
O=S(=O)(N=C(Nc1ccccn1)c1ccccc1)c1ccc(Cl)cc1 | -20.2%
Cc1cccc(NC(=O)Cc2ccc(F)cc2)c1 | -7.8%
CC(C)(C)C(=O)Nc1nnc(SCc2ccc(F)cc2)s1 | -8.2%
CCOc1ccccc1NC(=O)CSc1nnc(CNC(=O)COc2ccc(Cl)cc2)o1 | -10.0%
CC(Nc1cc(N2CCN(CCO)CC2)ccc1[N+](=O)[O-])c1ccc(Br)cc1 (stereo not drawn) | -4.4%
Cc1ccc(OCC(=O)Nc2cccc(C(=O)Nc3ccccc3C(=O)O)c2)cc1C | 6.0%

# Further compounds follow.
smiles | EphA4 KYL inhibition
CCCCCNC(=O)CN(c1ccc2c(c1)OCO2)S(C)(=O)=O | -11.5%
Cc1ccc(O)c(-c2cc(C(F)(F)C(F)F)nc(-c3ccccc3)n2)c1 | -12.0%
O=C(Nc1ccc(Cl)cn1)c1cccc(F)c1 | -12.7%
S=C(NCc1ccc(Cl)cc1)NC12CC3CC(CC(C3)C1)C2 | -10.7%
COC(=O)c1ccc(NC(=O)CSC2=Nc3ccccc3C3CC=NN23)cc1 (stereo not drawn) | -2.1%
CCOc1ccc(C(=O)/C=C/c2cn(CN3CCN(C)CC3)c3ccccc23)cc1 | -10.5%
COc1ccc(CCNC(=O)CSc2nnnn2Cc2ccc3c(c2)OCO3)cc1OC | -6.2%
CCOC(=O)c1ccc(COC(=O)c2nonc2N)cc1 | -6.6%
O=C(CCc1ccccc1)OCCN1CCOCC1 | 6.8%
COc1ccc(/C=C/C(=O)c2c(O)c(OC)c3occc3c2OC)cc1 | -7.1%

# (continued)
smiles | EphA4 KYL inhibition
Cc1cc(C)cc(N2C(=O)NC(=O)/C(=C\c3ccc(N(C)C)cc3)C2=O)c1 | -6.7%
CCOC(=O)N1CCC(NC(=O)c2cc(S(=O)(=O)N3CCCC3)cn2C)CC1 | -0.5%
COc1ccc(C)cc1-n1nnnc1SCC(=O)N1CCC(C(=O)Nc2nccs2)CC1 | 11.5%
O=C(CSc1nc2ccccc2s1)c1ccc2ccccc2c1 | 11.0%
O=C(c1ccccc1-c1nc(-c2ccccc2)no1)N1CCOCC1 | -3.9%
COc1ccc(C(OC(=O)c2ccco2)C(=O)NCc2ccco2)cc1 (stereo not drawn) | -3.2%
COc1cc(/C=C/C(=O)N2CCN(CC(O)COc3ccccc3)CC2)cc(OC)c1OC (stereo not drawn) | 1.3%
O=C(CSc1nnc(-c2ccco2)o1)NC1CCCCC1 | 1.6%
CC(=O)C1=C(O)C(=O)N(CCc2c[nH]c3ccccc23)C1c1ccc(O)cc1 (stereo not drawn) | -1.2%
CCOc1cc(/C=N/NC(=O)c2ccncc2)ccc1OC(=O)c1ccc([N+](=O)[O-])cc1 | -9.2%

# Additional records
smiles | EphA4 KYL inhibition
CC(C)CC(NC(=O)COc1ccccc1)C(=O)O (stereo not drawn) | -15.0%
CCOc1ccc(-c2nn(-c3ccccc3)cc2/C=C2\SC(N)=NC2=O)cc1C | -16.3%
CC(=O)N=c1sc2ccccc2n1C | 0.1%
CC(C)Nc1nc(N(c2ccccc2)c2ccccc2)nc(-n2ccnc2)n1 | -8.9%
Cc1ccc(SCC(=O)Nc2ccccc2)cc1 | 4.6%
CCn1nc(C(=O)OCC(=O)c2c[nH]c3ccccc23)c2ccccc2c1=O | 28.9%
CCOC(=O)Cn1cnc2c(cnn2-c2ccc(Cl)cc2)c1=O | 10.7%
S=c1[nH]nc(-c2cc(-c3ccco3)[nH]n2)n1-c1ccccc1 | -1.9%
O=C(COC(=O)c1cccs1)c1ccc2c(c1)OCCO2 | 1.3%
O=S(=O)(O)CCN1CCOCC1 | -11.2%

# Next section:
smiles | EphA4 KYL inhibition
CCOC(=O)CNC(=O)c1c2c(nc3ccccc13)CCCC2 | -9.1%
O=C(CCCC(=O)N1CCc2ccccc21)N1CCc2ccccc21 | -6.2%
O=C(NNC(=O)c1ccccc1-n1cccc1)c1cccc(Cl)c1 | -11.5%
CC(C)COc1nc2ccccc2nc1C(C#N)C(=O)NC1CCCCC1 (stereo not drawn) | -0.1%
COc1ccc(-c2nc(-c3ccccc3)[nH]c(=O)c2C#N)cc1 | -8.8%
COc1cc(C(=O)N(Cc2cc3ccccc3[nH]c2=O)CC2CCCO2)cc(OC)c1OC (stereo not drawn) | -9.7%
COc1ccc(N2C(=O)C3C4C=CC(C5CC45)C3C2=O)c([N+](=O)[O-])c1 (stereo not drawn) | 16.2%&-29.3%
Oc1ccccc1C1=NOC(O)(C(F)(F)F)C1 (stereo not drawn) | 4.7%
Cc1nc(-c2cccc(S(=O)(=O)N3CCCC(C)C3)c2)cs1 (stereo not drawn) | -1.2%
COc1ccc(C(=O)Oc2cccc3c(OC)ccc(C=O)c23)cc1 | 2.8%

# More records.
smiles | EphA4 KYL inhibition
Cc1nnc(N(CCC#N)CCC#N)s1 | -8.1%
CN/S(=N/S(=O)(=O)c1ccccc1)c1ccc(C)cc1 (stereo not drawn) | -4.3%
COc1cccc2c(Cl)cc(C)nc12 | -6.7%
Cn1c(=O)c2c(nc(SCC(=O)Nc3ccc(F)cc3)n2C)n(C)c1=O | 5.3%
CCOC(=O)c1c(N)n[nH]c1-c1ccccc1 | 2.0%
O=C1CS/C(=C/C(=O)c2ccccc2)N1 | -4.9%
Cc1cc(NC(=O)CSc2nc(-c3ccccc3)c(C#N)c(=O)[nH]2)no1 | -2.3%
Cc1nccn1CCC(=O)O | 0.8%

# A portion of the library; the hit share may differ from the screen's.
